# Assay outcomes deposited in PubChem by several laboratories.
# STK33 inh: human STK33 kinase inhibition; Q9BYT3; purified STK33, MBP phosphorylation, ADP-Glo luminescence; inhibition, % at 10 µM; 0.073% of 320,000 active;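 active means inhibition at or above 25%, using the most active replicate where run in duplicate; inactive means inhibition below 25%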
# Target sequence (Q9BYT3 whole entry, looked up): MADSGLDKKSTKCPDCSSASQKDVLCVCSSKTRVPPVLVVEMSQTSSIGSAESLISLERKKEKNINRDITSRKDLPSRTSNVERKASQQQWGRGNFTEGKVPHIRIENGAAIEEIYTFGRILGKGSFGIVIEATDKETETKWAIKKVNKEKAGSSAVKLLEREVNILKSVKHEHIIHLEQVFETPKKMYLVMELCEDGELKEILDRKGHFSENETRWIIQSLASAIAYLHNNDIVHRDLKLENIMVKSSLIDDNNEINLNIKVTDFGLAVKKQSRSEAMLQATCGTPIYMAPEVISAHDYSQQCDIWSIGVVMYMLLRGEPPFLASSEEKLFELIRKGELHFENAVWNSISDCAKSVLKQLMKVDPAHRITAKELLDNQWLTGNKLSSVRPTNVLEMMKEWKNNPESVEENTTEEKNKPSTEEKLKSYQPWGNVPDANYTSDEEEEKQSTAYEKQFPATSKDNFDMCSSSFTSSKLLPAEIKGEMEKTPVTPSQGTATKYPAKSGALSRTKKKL
# Kir21 block: Kir2.1 (mouse) channel inhibition; P35561; 0.85% of 310,000 active; B-score at 10 µM; HEK293-Kir2.1, FluxOR thallium flux fluorescence; active compounds read low;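 active means fluorescence ratio B-score at or below minus 3 SD of library scores, with starting-brightness B-score within 2 SD, cut at about -4.2 in these data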;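 further: channel flux triggered by added potassium and thallium sulfate stimulus; B-score of peak minus minimum fluorescence over baseline after thallium stimulus; more negative B-score means stronger Kir2.1 block with less thallium influx; some compounds called inactive have numbers as strong as hits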
# Target sequence (P35561 whole entry, looked up): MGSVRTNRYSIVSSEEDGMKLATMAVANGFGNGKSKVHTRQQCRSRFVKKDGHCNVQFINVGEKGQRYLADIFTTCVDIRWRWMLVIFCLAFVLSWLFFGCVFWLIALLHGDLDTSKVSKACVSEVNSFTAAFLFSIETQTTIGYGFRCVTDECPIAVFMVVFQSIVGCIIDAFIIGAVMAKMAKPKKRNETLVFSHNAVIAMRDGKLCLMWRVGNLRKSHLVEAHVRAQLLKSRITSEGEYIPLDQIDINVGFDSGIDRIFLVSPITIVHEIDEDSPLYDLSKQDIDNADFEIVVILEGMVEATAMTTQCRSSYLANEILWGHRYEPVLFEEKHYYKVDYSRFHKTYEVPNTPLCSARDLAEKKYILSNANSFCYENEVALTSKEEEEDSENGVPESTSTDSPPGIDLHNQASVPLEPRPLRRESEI
# * = called active by the depositor; · = no result given.
STK33 inh,Kir21 block,compound
0.4,-0.89,O=C(NC(=S)Nc1ccc(Cl)cc1)c1ccccc1
-0.5,-2,CC(C)CC(COCc1ccc(F)cc1)N1CCN(C(=O)c2cccc(C(F)(F)F)c2)CCC1=O (stereo not given)
-1.1,1.3,CC1CC(C)CN(c2oc(-c3ccccc3Cl)nc2C#N)C1 (stereo not given)
0.5,0.34,COc1ccc(OCCNC(=O)c2ccccc2OCC(=O)N2CCCCC2)cc1
-0.7,-0.75,Cc1ccc(-c2ccc(OC(=O)c3ccc(=O)[nH]c3)c(C)c2)cc1
-0.3,·,CN(Cc1ccccc1N1CCCC1)C(=O)c1cc2ccccc2o1
-1.7,-0.25,CCc1ccc(C(=O)COC(=O)C2CCN(c3ccc(C(F)(F)F)cn3)CC2)cc1
1.0,-2.9,Cc1ccc(C(C(=O)Nc2ccc3c(c2)OCO3)N(C)C(=O)Cc2c[nH]c3ccccc23)cc1 (stereo not given)
-0.5,0.8,Cc1ccc2c(c1)NCC(C(=O)NC1CCCCC1)O2 (stereo not given)
-1.1,0.05,CCOC(=O)C1CCN(C(c2cc(OC)c(OC)c(OC)c2)c2sc3nc(C)nn3c2O)CC1 (stereo not given)
-3.4,-0.14,CCOC(=O)c1c(C)c(C(=O)N(C)C2CCCCC2)c(C)n1C
0.9,1.3,Cc1ccc(CNC(=O)C2CC3Cn4c(nc5cc(Cl)c(Cl)cc54)C3N2C)o1 (stereo not given)
0.0,-0.16,CCCCCCNc1nc(NCc2ccco2)nc(OCC)n1
-0.2,-1.1,O=C(NC1CCCCC1)c1sc(=S)n2c1[nH]c(=O)c1ccccc12
-0.5,-0.22,Cc1nc2cc(-c3ccccc3)ccc2o1
1.2,·,N#Cc1ccc(OCC(=O)NNC(=S)NC(=O)C2CC2)cc1
-0.8,0.96,CCCOc1ccc(C(C)=O)cc1CN1CCOCC1
-1.2,1.6,C1CCN(c2c3c(nc4nnnn24)CCCC3)CC1
0.1,-1.7,Cc1cc(C)cc(NC(=O)CCc2ccc(C)o2)c1
1.3,-0.52,COCCCNC(=S)N/N=C/c1cccc(OC)c1O
0.3,-1.8,CN(C)S(=O)(=O)c1ccc(N2CCCC2)c(C(=O)NC(c2ccccc2)c2ccccc2)c1
-0.4,0.9,O=C(Oc1ccc(Cl)c2cccnc12)c1cccc([N+](=O)[O-])c1
-0.9,0.07,Cc1ccc(C)c(NC(=S)NNC(=O)c2csc(C)c2C)c1
1.1,0.01,CC(C)Nc1nc(SCC(=O)Nc2ccccc2)nc(N2CCOCC2)n1
0.4,2.5,CCc1c(C(=O)OCc2ccccc2)[nH]c(C)c1C
-0.3,-0.22,CCOC(=O)/C=C/C(=O)OCC(=O)NCc1ccccc1
-0.7,0.09,Cc1ccc(S(=O)(=O)N(C)CC(=O)NC2CCCC2)cc1
-0.4,1.3,O=C(Nc1ccc(-c2nc3ccc(NC(=O)c4cccs4)cc3[nH]2)cc1)c1cccs1
-0.4,0.23,COc1ccc(CCN(C)C(=O)CCc2nnc(-c3ccccc3)o2)cc1OC
-0.8,-0.1,CCOC(=O)c1[nH]c2ccc(F)cc2c1NC(=O)CN1CCN(C/C=C/c2ccccc2)CC1
0.5,-0.68,O=C(CSc1nnc(CNC(=O)c2cccs2)o1)Nc1cccc(Cl)c1
-1.2,1.3,Cc1ccc(C)c(Oc2ncnc(N)c2[N+](=O)[O-])c1
-0.9,1.2,CCCOC(=O)c1ccc(NC(=O)c2cccc(S(=O)(=O)N3CCN(C(C)=O)CC3)c2)cc1
0.4,-0.33,COc1ccccc1-n1c(CNC(=O)c2ccc(S(=O)(=O)N3CCCCC3)cc2)n[nH]c1=S
-1.3,-0.05,Cc1c(CC(=O)NCCC(=O)O)c(=O)oc2cc3occ(-c4ccccc4)c3cc12
-0.3,-0.05,COc1ccc(N(C(=O)/C=C/C(=O)Nc2cc(C)on2)C(C(=O)NC2CCCC2)c2ccccc2C)cc1 (stereo not given)
-1.8,1.9,CCN(CC(=O)Nc1ccc2c(c1)OCCO2)C(=O)C1CCCCC1
-1.1,0.3,COc1cc(C(C)=O)ccc1OCC(=O)Nc1ccccc1N1CCCCC1
-1.2,0.18,CCOc1ccc(S(=O)(=O)Nc2cc(SCC(=O)O)c(O)c3ccccc23)cc1
-0.7,·,COc1cccc(CNC(=O)COC(=O)C23CC4CC(CC(Cl)(C4)C2)C3)c1
-1.4,0.66,CC1CC(C)CN(C(=O)C2CCN(S(=O)(=O)c3cccs3)CC2)C1 (stereo not given)
-2.5,0,O=C(O)COc1ccccc1-c1nc(-c2ccccc2)c(-c2ccccc2)[nH]1
0.1,-1.5,CC12CNCC(C)(CN(C3(O)C(=O)Nc4ccc(Br)cc43)C1)C2=O (stereo not given)
-0.8,·,CN(Cc1cccs1)C(=O)COc1cccc2c1OC(C)(C)C2
0.6,-2.3,O=C(c1ccc(Cl)c([N+](=O)[O-])c1)N(c1ccccn1)c1ccccn1

# Exported tab-delimited: four of the compounds above.
SMILES	STK33 inh	Kir21 block
COc1ccccc1-n1c(CNC(=O)c2ccc(S(=O)(=O)N3CCCCC3)cc2)n[nH]c1=S	0.4	-0.33
Cc1c(CC(=O)NCCC(=O)O)c(=O)oc2cc3occ(-c4ccccc4)c3cc12	-1.3	-0.05
COc1ccc(N(C(=O)/C=C/C(=O)Nc2cc(C)on2)C(C(=O)NC2CCCC2)c2ccccc2C)cc1 (stereo not given)	-0.3	-0.05
CCN(CC(=O)Nc1ccc2c(c1)OCCO2)C(=O)C1CCCCC1	-1.8	1.9

# The list continues.
STK33 inh,Kir21 block,compound
1.5,0.68,COc1ccc(NC(=O)CC2S/C(=N\c3nccs3)N(C)C2=O)cc1 (stereo not given)
0.9,-1.7,COc1cccc(CCN2CCC(CNS(=O)(=O)c3cc(-c4cc(C)no4)ccc3C)CC2)c1
-1.1,1.3,Cc1ccc(-n2ncc3c(NCCCN4CCOCC4)ncnc32)c(C)c1
-0.4,-3.4,C=CCN(C(=O)Cn1ncc2c1-c1cc(C)ccc1OC2)c1ccccc1
0.6,0,COc1ccc(NC(=O)CSc2nnc3ccc(-c4ccccn4)nn23)cc1
-1.1,·,CCN(CC(=O)Nc1ccc(NC(C)=O)cc1)C(=O)c1ccccc1SCC(=O)N1CCCC1
-2.8,0.06,O=C(NCCCN1CCOCC1)c1ccc(N2CCCC2)c([N+](=O)[O-])c1
-2.7,1.8,O=C(NC1=NCCS1)c1ccc(Br)s1
-0.6,-1.4,N#Cc1c(-c2ccco2)cc(C2CC2)nc1N
-0.6,·,COc1ccc(C(C)=O)cc1COC(=O)C1CCN(C(=O)c2ccc(Cl)cc2)CC1
0.6,-1.4,Nc1cc(-c2ccccc2)ccc1O
·,-0.02,O=[N+]([O-])c1cc(-c2nnc(N3CCOCC3)c3ccccc23)ccc1N1CCOCC1
0.2,-0.92,NC(=O)c1ccccc1NC(=O)c1ccc2c(c1)OCO2
·,-0.38,O=C(C(=O)N1CCc2ccccc2C1)c1cn(CC(=O)N2CCOCC2)c2ccccc12
·,-2.8,COc1ccccc1/C=C/C(=O)c1ccc(Cl)cc1
0.8,-0.11,O=C(NCCc1csc(-c2ccc(Cl)cc2)n1)c1ccco1
-1.6,0.11,O=C(NCCc1ccc(Cl)cc1)c1cc(-c2ccncc2)nc2ccccc12
-1.9,2.5,Cn1c(SCC(=O)NCc2ccccc2)nnc1C1CC1
-0.9,0.78,CCC(C)Sc1nc(O)c(Cc2ccccc2)c(=O)[nH]1 (stereo not given)
-1.5,1.1,N#CN(Cc1ccccc1)Cc1ccccc1
-1.6,1.6,O=C1CN(/N=C/c2ccc([N+](=O)[O-])o2)C(=O)N1
-1.7,-0.44,Cc1c(NC(=O)Nc2ccc3c(c2)OCO3)cccc1[N+](=O)[O-]
-0.7,0.13,Cc1cc2nc(CSc3ccc(Cl)cc3)cc(=O)n2[nH]1
0.8,-0.17,O=C(C1CCCO1)N1CCN(c2c3c(nc4cc(-c5ccc(F)cc5)nn24)CCC3)CC1 (stereo not given)
-0.1,2.4,NNC(=O)c1nc[nH]c1C(=O)Nc1ccccc1[N+](=O)[O-]
0.2,0,COC(=O)c1sccc1NC(=O)CC1C(=O)NCCN1C(=O)c1ccccc1 (stereo not given)
-0.7,0.94,O=C(c1cc2c(s1)-c1ccccc1S(=O)(=O)C2)N1CCCC1
1.2,·,Cc1ccc2c(c1)-n1c(nc3ccccc3c1=O)C(CC(C)C)NC2=O (stereo not given)
0.2,-0.9,COc1ccccc1CC(=O)N1CCCC1
-0.1,·,O=C(COC(=O)c1ccc([N+](=O)[O-])cc1)Nc1ccccc1C(=O)NC1CC1

# Rewritten with values under each structure: part of the list above.
# Screens in order: STK33 inh	Kir21 block
> N#CN(Cc1ccccc1)Cc1ccccc1
    -1.5	1.1
> O=C(NCCc1ccc(Cl)cc1)c1cc(-c2ccncc2)nc2ccccc12
    -1.6	0.11
> Cc1ccc2c(c1)-n1c(nc3ccccc3c1=O)C(CC(C)C)NC2=O (stereo not given)
    1.2	·
> CCC(C)Sc1nc(O)c(Cc2ccccc2)c(=O)[nH]1 (stereo not given)
    -0.9	0.78

# Next section
STK33 inh,Kir21 block,compound
-0.7,0.78,c1ccc(-c2noc(CSc3nnnn3-c3ccccc3)n2)cc1
-2.3,·,CN(CC(=O)Nc1ccc(OC(F)F)cc1)S(=O)(=O)/C=C/c1ccccc1
0.1,1.3,CN(C)c1ccc(S(=O)(=O)N2CCCCC2)cc1NC(=O)CN1C(=O)NC(C)(c2ccccc2)C1=O (stereo not given)
-0.9,-0.79,CCOC(=O)c1cc(NC(=O)c2ccccc2)c(=O)oc1-c1ccccc1
-3.6,-0.56,COc1ccc(C(CCN2CCCC2)c2c(O)cc(OC)cc2OC)cc1 (stereo not given)
-1.5,·,Cc1cccc(C(=O)NC(C)C(=O)NC(c2nc3ccccc3[nH]2)C(C)C)c1 (stereo not given)
·,0.1,O=C(/C=C/c1cn(-c2ccccc2)nc1-c1cccnc1)N1CCCC1
-1.8,-0.11,Cc1cc2c(C)nc(Cc3ccccc3)nc2o1
-0.1,0.01,COC(=O)c1c(NC(=O)C(=O)NCCCN2CCOCC2)sc2c1CC(C)(C)OC2
-1.0,0.23,CCC(=O)c1ccc(OCCn2cncn2)cc1
-2.3,-1.4,N#CCC(=O)NN=C1CCCCCCCCCCC1
0.0,0.51,C=CCn1c(=NC(=O)c2ccco2)sc2cc(C(=O)OCC)ccc21
-0.7,-1.6,O=C(Nc1ccccc1)OCCNC(=O)c1cccc(Br)c1
-1.0,0.57,O=C(Nc1ccc(Cl)cc1F)c1ccc(COc2c(F)c(F)c(F)c(F)c2F)o1
-1.1,-0.99,COC(=O)Sc1nc(N2CCOCC2)c2c(c1C#N)CC(C)(C)OC2
·,-2,CC1CCN(c2nnc(N)s2)CC1
-1.3,-0.01,c1ccc(CCSc2nccn2-c2ccccc2)cc1
0.4,-1.1,Cc1cc2ccccc2n1CCNC(=O)C(C)(C)C
2.2,-0.28,Cc1ccc(C(=O)N2CCC3(CC2)Oc2ccc(Cl)cc2C(=O)C32CC(c3cccnc3)=NO2)s1 (stereo not given)
0.6,-0.03,CCCCCCCN=CC1=C(O)CC(c2ccccc2)CC1=O (stereo not given)
-1.1,-0.38,CCCn1nc(NC(=O)CC(C)C)c2cc3ccccc3nc21
-0.1,0.6,CC(C)(C)OC(=O)N1C[C@H](O)C[C@H]1C(=O)OCC(=O)c1ccc([N+](=O)[O-])cc1
-0.5,-0.01,O=C(C1=C[C@@H](c2ccc(Br)cc2)C[C@@H](OCCCCO)O1)N1CCN(Cc2ccccc2)CC1
1.5,-0.62,O=C(O)c1ccc(N/N=C/c2cc3cc4c(cc3nc2Cl)OCCO4)cc1
-1.8,·,NNC(=O)c1cc(S(=O)(=O)N2CCOCC2)c[nH]1
-0.3,-1.1,CCC(C)(C)NC(=O)C(c1cccs1)N(C(=O)c1ccn[nH]1)c1cccc(OC)c1 (stereo not given)
0.8,1.5,CCOc1cccc2sc(N(CCCN(C)C)C(=O)c3ccc(S(=O)(=O)N(C)Cc4ccccc4)cc3)nc12
-0.8,-0.08,CCOC(=O)c1cc2c(=O)n3ccccc3nc2n(C(C)C)c1=NC(=O)c1c(-c2ccccc2Cl)noc1C
-1.0,-2,COc1ccccc1OCC(O)CNCc1ccc2c(c1)OCO2 (stereo not given)
-0.4,-1.9,CN(C)CC/C=C1/c2ccccc2Sc2c(O)cc(Cl)cc21

# An excerpt from above in order of length of the SMILES, lowest first.
STK33 inh,Kir21 block,compound
·,-2,CC1CCN(c2nnc(N)s2)CC1
0.1,-1.7,Cc1cc(C)cc(NC(=O)CCc2ccc(C)o2)c1
-0.1,0.01,COC(=O)c1c(NC(=O)C(=O)NCCCN2CCOCC2)sc2c1CC(C)(C)OC2

# (continued)
STK33 inh,Kir21 block,compound
-2.7,-2.1,Cc1cc([N+](=O)[O-])ccc1NCc1ccco1
0.8,0.27,CC1CCCCN1S(=O)(=O)c1ccc(N(C(=O)c2cnccn2)C(C(=O)NC2CCCCC2)c2cccs2)cc1 (stereo not given)
-0.4,-0.09,CCc1nnc(NC(=O)CSc2nnc(-c3ccc(OC)cc3)n2C)s1
0.2,·,O=C(NCc1ccccc1)N(Cc1nc2ccccc2c(=O)[nH]1)C1CCCC1
1.6,-1.1,CCCN(Cc1cc2cc(C)ccc2[nH]c1=O)S(C)(=O)=O
-0.7,·,O=C(CCN1CCOCC1)NNC(=O)c1ccc(Cl)c([N+](=O)[O-])c1
-1.0,0.99,Cc1ccc(Cc2nnc(SCC(=O)Nc3ccccc3)n(N)c2=O)cc1
-0.2,0.05,Cc1ccc(NC(=O)CSc2nnc(CNC(=O)C34CC5CC(CC(C5)C3)C4)n2-c2ccc(F)cc2)cc1
-1.4,-0.35,C#CCN1C(=O)C2C(C(=O)NC)C3C=CC2(O3)C1C(=O)NCc1ccc(OC)cc1 (stereo not given)
-0.9,·,C=CC[C@H](CC(=O)N[C@H](CO)Cc1ccccc1)C(=O)N[C@@H](COC(=O)[C@@H](CC=C)CC(=O)OC(C)(C)C)Cc1c[nH]c2ccccc12
